Screening data: PubChem BioAssay, several laboratories
IDE inh: human IDE inhibitors in live cells, primary screen, fluorescence polarization, HEK cells, FAbetaB substrate; 320,000 tested, 0.41% active; Insulin-degrading enzyme (Homo sapiens), P14735; AID 434962, 2010; inhibition, % at 5.59 µM; FAbetaB cleavage;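 active means percent inhibition above the average of all tested compounds plus 3 SD, set per screening campaign, cut at about 16% in these data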;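 further: IDE supplied by intact live HEK cells; FP after avidin binding of uncleaved biotin substrate so inhibition keeps polarization high; 0% = DMSO wells and 100% = 60 µM reference IDE inhibitor Ii1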
CHRM4 PAM: human M4 muscarinic receptor positive allosteric modulators, primary screen, CHO-K1 cells, Fluo-8 calcium fluorescence. CHO-K1 hM4/Gqi5, ACh EC20; 0% = ACh EC20, 100% = maximal ACh. 360,000 tested, 0.4% active. Muscarinic acetylcholine receptor M4 (Homo sapiens), P08173. activation, % at 3 µM;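 active means activation above its plate's cutoff, the mean activation of sample wells plus 3 SD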; further: some results filed as inactive read as strong as hits
IDE cell activ: human IDE activators in live cells, primary screen, fluorescence polarization, HEK cells, FAbeta-B substrate | Insulin-degrading enzyme (Homo sapiens), P14735 | FAbeta-B cleavage; 0% vehicle, 100% cell-free pure enzyme wells | activation, % at 5.96 µM | 340,000 tested, 0.073% active | AID 493087, 2011;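 active means activation above the mean of all tested compounds plus 3 SD, set per screening campaign, cut at about 17% in these data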
CRFR2-BP antag: antagonists of CRF-BP/CRF-R2 complex, primary screen, cell-based, HEK293, calcium dye fluorescence, uHTS | inhibition, % at 11.8 µM | AID 588475, 2011 | 350,000 tested, 0.59% active | CRF-induced calcium fluorescence;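 active means inhibition of the ligand-induced calcium signal above about 50% at the single tested concentration, limit read from the data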
MEKK3 PB1 HTS: modulators of MEKK3-MEK5 PB1 binding, primary screen, biochemical, wildtype MEKK3, multiplex bead flow cytometry, Alexa488-MEK5 | Mitogen-activated protein kinase kinase kinase 3 (Homo sapiens), Q99759 | bead-based flow cytometry, Alexa488-MEK5 binding to MEKK3; actives lie on both sides; 0 = blocked by unlabeled MEK5, 100 = vehicle | binding response (% of control), % at 10 µM | 290,000 tested, 1.4% active | AID 1529, 2009;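 active means binding response more than 3 SD above or below the average of its plate-row segment, actives on both sides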;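 further: Alexa488 bead fluorescence after subtracting the streptavidin-only scavenger bead signal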
PHOSPHO1 block: PubChem AID 1565; Phosphoethanolamine/phosphocholine phosphatase (Homo sapiens), Q8TCT1; recombinant PHOSPHO1, absorbance phosphatase assay; inhibition, % at 13.3 µM; 290,000 tested, 1.1% active; in the data active means inhibition above about 60%
GalR3 antag: GalR3 antagonists in HEK293 cells, primary screen, cell-based, fluorescence readout. HEK293 GalR3-CNG cAMP membrane potential fluorescence; galR3 body fused to GalR1 C-terminus. AID 651719, 2012. Galanin receptor type 3 (Homo sapiens), O60755. inhibition, % at 3 µM. 360,000 tested, 0.44% active;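 active means inhibition above the screen-wide average plus 3 SD, cut at about 13% in these data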;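 further: forskolin and galanin both at EC90 stimulate the cells; cAMP rise reported by CNG channel membrane potential dye signal; 0% = forskolin plus galanin with DMSO and 100% = forskolin alone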
p-CIP stab down: p/CIP-EGFP fusion destabilizers, primary screen, fluorescence, F442A cells; 16 h; 290,000 tested, 0.01% active; Q05BA5; decrease of EGFP signal, % at 10 µM;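 active means EGFP signal decrease of at least 30% at 10 µM or well 3 SD below plate mean, unless failing retest; inactive means the rest, including hits failing retest or dose response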; further: some compounds called inactive have numbers as strong as hits; many of its hits are not listed in these tables
CRFR2-BP ag: agonists of CRF-BP/CRF-R2 complex, primary screen, cell-based, HEK293, calcium dye fluorescence, uHTS; calcium dye fluorescence (FLIPR); percent of saturating CRF peptide response; CRF-binding protein / CRF receptor 2 complex (human); 350,000 tested, 0.46% active; activation, % at 13.2 µM;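 active means activation of at least 50%, plus an integration ratio under a set limit after plate pattern correction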;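 further: plate controls were neutral control wells without compound for no effect and CRF at EC100 for full effect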
* = called active by the depositor; . = not tested or not shown; [ ] = dose if it differs, or a comment.

item	Structure	IDE inh	CHRM4 PAM	IDE cell activ	CRFR2-BP antag	MEKK3 PB1 HTS	PHOSPHO1 block	GalR3 antag	p-CIP stab down	CRFR2-BP ag
1	COC(=O)c1sc(NC(=O)c2ccoc2C)nc1C	.	-2	4	4	98	5	-2	-2	-1.7
2	COc1ccccc1CN1CCCCC1C(=O)O (configuration not stated)	11	-7	-7	-11	97	8	-3	-2	2.1
3	Cc1cccc(-c2cccc(NC(=O)C3CCCN(C(=O)c4cccnc4)C3)c2)c1 (configuration not stated)	.	-4	-1	-7	100	17	-1	5	0.7
4	Cc1ccc(NC(=O)CN2C(=O)S/C(=C/c3ccc(O)c([N+](=O)[O-])c3)C2=O)cc1C	.	-3	6	37	99	9	-5	7	-3.8
5	Cc1cc(C2C(C#N)=C(N)SC(N)=C2C#N)c(C)s1	12	-6	-17	-85	.	4	.	-10	104*
6	COCCNC(=S)N(Cc1cccnc1)Cc1ccc(OC)c(OC)c1	-5	11	5	15	97	-8	-1	3	-2.8
7	C=C(C(=O)O)C(CCCCCC)C(=O)O (configuration not stated)	3	-1	2	-3	97	4	-3	5	4.1
8	C=Cn1cc(CNC[C@H]2O[C@@H](n3cc(C)c(=O)[nH]c3=O)C[C@@H]2O)c(C)n1	.	-2	.	-12	.	.	-3	.	-0.3
9	CC(=O)c1c(N2CCCCC2)nc(=S)n(Cc2ccccc2)c1C	3	-10	6	108*	105	42	-7	-6	0.1
10	CC1(CCC(=O)O)C(=O)CCC2C1CCC1(C)C2CCC1(C)O (configuration not stated)	.	9	4	-13	.	.	2	.	1.4
11	CN(C)CCCN1C(=O)C(O)=C(C(=O)c2cc3ccccc3o2)C1c1ccccn1 (configuration not stated)	.	-8	-7	1	.	.	1	.	0.2
12	CCOc1ccc(NC(=O)Cn2c(=O)oc3cc(Cl)ccc32)cc1	3	2	1	12	101	9	-7	-9	-2.2
13	CCN1CCN(CC(=O)N2N=CCC2c2ccccc2)CC1 (configuration not stated)	1	-11	3	70*	91	24	-5	-4	0.6
14	COc1cccc(N2CCN(c3ccc4nnc(CCC(=O)N5CCC(C)CC5)n4n3)CC2)c1	4	-8	-5	2	104	38	-7	-1	0.3
15	C=C(C)CCC(C)N1CCC(n2nccc2NC(=O)CCOc2ccccc2)CC1 (configuration not stated)	5	12	4	-1	97	32	-5	-14	2.3

An excerpt from above in order of their number in IDE cell activ, ascending:
| No. | compound | IDE cell activ |
| --- | --- | --- |
| 11 | CN(C)CCCN1C(=O)C(O)=C(C(=O)c2cc3ccccc3o2)C1c1ccccn1 (configuration not stated) | -7 |
| 14 | COc1cccc(N2CCN(c3ccc4nnc(CCC(=O)N5CCC(C)CC5)n4n3)CC2)c1 | -5 |
| 3 | Cc1cccc(-c2cccc(NC(=O)C3CCCN(C(=O)c4cccnc4)C3)c2)c1 (configuration not stated) | -1 |
| 12 | CCOc1ccc(NC(=O)Cn2c(=O)oc3cc(Cl)ccc32)cc1 | 1 |
| 7 | C=C(C(=O)O)C(CCCCCC)C(=O)O (configuration not stated) | 2 |
| 15 | C=C(C)CCC(C)N1CCC(n2nccc2NC(=O)CCOc2ccccc2)CC1 (configuration not stated) | 4 |

Pulled one by one from above:
item	Structure	IDE inh	CHRM4 PAM	IDE cell activ	CRFR2-BP antag	MEKK3 PB1 HTS	PHOSPHO1 block	GalR3 antag	p-CIP stab down	CRFR2-BP ag
5	Cc1cc(C2C(C#N)=C(N)SC(N)=C2C#N)c(C)s1	12	-6	-17	-85	.	4	.	-10	104*
14	COc1cccc(N2CCN(c3ccc4nnc(CCC(=O)N5CCC(C)CC5)n4n3)CC2)c1	4	-8	-5	2	104	38	-7	-1	0.3
1	COC(=O)c1sc(NC(=O)c2ccoc2C)nc1C	.	-2	4	4	98	5	-2	-2	-1.7
2	COc1ccccc1CN1CCCCC1C(=O)O (configuration not stated)	11	-7	-7	-11	97	8	-3	-2	2.1

Returning to the listing; the two compounds before the break are reprinted first.
item	Structure	IDE inh	CHRM4 PAM	IDE cell activ	CRFR2-BP antag	MEKK3 PB1 HTS	PHOSPHO1 block	GalR3 antag	p-CIP stab down	CRFR2-BP ag
14	COc1cccc(N2CCN(c3ccc4nnc(CCC(=O)N5CCC(C)CC5)n4n3)CC2)c1	4	-8	-5	2	104	38	-7	-1	0.3
15	C=C(C)CCC(C)N1CCC(n2nccc2NC(=O)CCOc2ccccc2)CC1 (configuration not stated)	5	12	4	-1	97	32	-5	-14	2.3
16	CCOC(=O)c1cnc2ccc(C)cc2c1N(C)Cc1ccccc1	2	-2	-1	-14	102	6	-4	-11	2.2
17	COC(=O)c1ccccc1NC(=O)C1CCN(c2ncnc3c2nc2n3CCCCC2)CC1	1	0	2	25	101	-84	0	-23	-3.5
18	CCN(C(=O)Cn1cc(C(F)(F)F)ccc1=O)C1CCS(=O)(=O)C1 (configuration not stated)	.	6	.	-1	.	.	-4	.	0.7
19	CC(=O)C1=C(O)C(=O)N(c2ccc(S(N)(=O)=O)cc2)C1c1ccccc1F (configuration not stated)	0	9	-2	2	90	2	3	-7	0.5
20	Cc1cc2n(c(=O)c1C#N)CCCN2c1cccc(Cl)c1	0	-4	8	18	103	-10	-4	-10	0.8
21	CC(=O)Nc1ccc(NC(=O)C(C)OC(=O)CNC(=O)c2sc3ccccc3c2Cl)cc1 (configuration not stated)	10	13	0	-1	103	-10	-1	-6	-3.6
22	O=S(=O)(Nc1ccc(-c2cn3cccnc3n2)cc1)c1ccccc1	6	-1	.	41	92	45	-3	-4	0.4
23	CC(C)(C)CC(=O)Nc1nnc(-c2cccs2)s1	2	-3	4	-3	110	37	-3	-10	0.1
24	Nc1ccc(Nc2ccccc2N)cc1	-1	-3	9	5	60*[inhibitor]	-2	-5	-6	-0.4
25	CC1(CCBr)C(=O)N(c2ccccc2)c2ccccc21 (configuration not stated)	-1	5	-7	-11	106	8	-4	1	0.3
26	CCC(=O)Nc1nc2ccccc2n1Cc1ccc(Cl)cc1	3	-8	-2	-24	99	-1	9	-7	-1.7
27	Cn1c(NC(=O)c2ccco2)c(-c2ccccc2Cl)c(=O)c2ccccc21	-2	31*	-3	6	91	12	-6	-5	1.4
28	Cc1cccc(OCCOCCN2CCNCC2)c1C	0	7	2	12	101	-5	-4	-15	4.3
29	COc1ccc(CCN(C)C(=O)Cn2c(=O)oc3ccccc32)cc1OC	0	1	2	4	102	32	-11	-4	-0.1
30	COc1ccc(OCCOC(=O)CNC(=O)c2ccc(C)cc2)cc1	-1	10	2	3	.	.	-3	.	-1.6
31	COc1cc(NC(=O)CSc2ccccc2)c(C(=O)O)cc1OC	-3	4	-2	15	102	-4	-5	-11	11
32	Cn1c(N)c(Sc2ccc([N+](=O)[O-])cc2)c(=O)n(C)c1=O	4	3	-2	1	102	15	-8	6	0.1
33	Cc1[nH]c2ccccc2c(=O)c1CN(C)Cc1ccccc1	-4	5	0	1	103	27	-2	1	-0.3
34	Cc1ccc(NC(=O)c2ccc(-n3cccn3)nc2)cc1	-3	-4	-7	-4	105	-8	-1	-1	2.0
35	Cn1cnc([N+](=O)[O-])c1Sc1ccc(Br)cc1	2	6	5	14	93	-26	-1	-10	0.1
36	CCOC(=O)C1=C(CSc2nc(-c3ccncc3)ccc2C#N)OC(N)=C(C#N)C1c1ccc(OC)cc1 (configuration not stated)	1	-2	-1	-37	101	14	4	-44	22
37	O=C1CC(C(=O)NCc2ccccc2)C2(CCCC2)O1 (configuration not stated)	-2	5	1	-1	106	5	0	-5	2.2
38	Cc1ccc(S(=O)(=O)N/N=c2\sc3ccccc3n2C)cc1	-4	1	1	-7	106	13	-4	-3	-0.4
39	O=C(CSc1ccccn1)N1CCN(S(=O)(=O)c2ccc(Cl)cc2)CC1	-2	-2	2	-9	.	.	-2	.	-0.2
40	O=C(Cn1cnc2ccccc21)Nc1ccccc1-c1ccccc1	-7	5	1	8	112	.	-8	5	-4.4
41	O=C(OCCCc1cc2ccccc2c(=O)o1)c1ccc2c(c1)OCO2	-1	6	3	7	.	.	-4	.	-2.6
42	CCn1c(CC(=O)Nc2ccc(Cl)c(Cl)c2)nnc1SCc1ccc(Cl)cc1	-7	2	8	22	8.0*[inhibitor]	-17	0	-8	-1.4
43	CCCCNCCS(=O)(=O)NCc1ccccc1	.	-8	1	7	.	.	-7	.	-1.5
44	NCC(O)c1ccc(O)c(O)c1 (configuration not stated)	.	-4	4	-24	.	.	.	.	4.6
45	Cc1ccc(CNC(=O)C(NS(=O)(=O)c2cccc3nsnc23)C(C)C)cc1 (configuration not stated)	-8	-5	3	5	102	19	-7	-8	-0.7
46	O=C(NCC(O)c1ccc2ccccc2c1)c1c(F)cccc1F (configuration not stated)	1	-2	-3	-9	104	2	-11	0	0.1
47	O=C(c1ccc(S(=O)(=O)NCc2ccco2)cc1)N1CCCC1	-4	1	7	15	104	-12	-6	17	0.4
48	COc1c(Cl)cnn(-c2cccc(C)c2)c1=O	3	4	-1	8	98	8	-10	0	3.5
49	O=C(CCC(=O)N1CCOc2ccc(Cl)cc21)NCc1ccccc1	5	-5	-5	-85	102	12	.	4	243*
50	CCC1=C(OC(=O)N(CC)CC)N2C(=O)OC(=NCC3CC3)[C@]2(Cc2ccccc2)[C@H]2C1=CC[C@H]1C(=O)N(C)C(=O)[C@H]12	0	-5	3	3	105	31	-8	-2	-0.6
51	CN1CCN(NC(=O)c2cc(S(=O)(=O)N3CCOCC3)c(Cl)cc2Cl)CC1	6	-3	5	16	98	-15	1	-4	-0.9
52	COC(=O)c1ccc(CSc2nnc(SCc3ccc(C(=O)OC)o3)s2)o1	-1	-2	6	1	92	54	-2	-5	-9.1

Rows are unselected; about 4.2% have a hit in one of these screens.
